TbHK1 inh – Trypanosoma brucei hexokinase 1 inhibitors, primary screen, biochemical, G6PDH-coupled NADH absorbance, MLSCN library; hexokinase 1 [Trypanosoma brucei]; inhibition, % at 10 µM; AID 1430, 2008; recombinant TbHK1, G6PDH-coupled NADH A340; actives 0.11% (n = 220,000);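 active means inhibition of 50% or more in the single-dose primary screen; inactive means inhibition below 50%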
TNF death inh – inhibitors of TNF-alpha triggered necroptosis, primary screen, cell-based, Jurkat FADD-/-, single concentration | activation (protection from cell death), % at 10 µM | Jurkat FADD-/- TNF necroptosis rescue, ATP luminescence, 24 h; 0 = TNF only, 100 = no-TNF cells | actives 0.068% (n = 220,000);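 active means activation, meaning protection from cell death, of at least 50% relative to plate controls; inactive means activation below 50%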;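 further: necroptosis triggered by 40 ng/mL TNF-alpha added together with compound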
PPC-1+TRAIL kill – compounds killing PPC-1 cancer cells with TRAIL present, primary screen, TRAIL potentiator project, ATPLite luminescence, uHTS; PPC-1 cells + TRAIL, ATPLite viability luminescence; cell killing (% activity), % at 4 µM; actives 0.41% (n = 220,000); AID 1443, 2008;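 active means cell killing above 50% in the first pass at 4 µM, then a duplicate retest at 5 µM averaging 50% or more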;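 further: plate controls were cells with TRAIL plus DMSO for no effect and medium-only wells lacking cells for full effect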
PGE2 EP2 inh – human EP2 receptor antagonists, primary screen, TR-FRET cAMP, C6 glioma cells; inhibition, % at 25 µM; C6 glioma cells expressing human EP2; cells stimulated with saturating PGE2; actives 0.52% (n = 260,000); Prostaglandin E2 receptor EP2 subtype (Homo sapiens), P43116;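 active means percent inhibition above 40 after rounding to a whole number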;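 further: rat C6 glioma host cells with rolipram phosphodiesterase inhibitor present; the protocol text gives 20 µM as final concentration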
Target sequence (P43116 whole entry, looked up): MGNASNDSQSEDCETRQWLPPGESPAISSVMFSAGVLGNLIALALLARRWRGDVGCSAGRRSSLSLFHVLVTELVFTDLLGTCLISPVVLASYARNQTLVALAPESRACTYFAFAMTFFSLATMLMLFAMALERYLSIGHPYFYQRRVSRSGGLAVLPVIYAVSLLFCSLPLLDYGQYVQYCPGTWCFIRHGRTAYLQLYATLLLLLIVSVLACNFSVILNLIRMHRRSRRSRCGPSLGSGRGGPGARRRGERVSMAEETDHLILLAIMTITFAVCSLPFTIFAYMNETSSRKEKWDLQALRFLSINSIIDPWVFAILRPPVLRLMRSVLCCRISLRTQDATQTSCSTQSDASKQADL
Wee1 stabilizer – Wee1 degradation inhibitors, primary screen, cell-based, HeLa, Wee1K328M-luciferase, luminescence. actives 1.2% (n = 220,000). AID 1321, 2008. reporter increase, % at 5 µM. HeLa Luc-Wee1K328M stability; 100% = proteasome inhibitor MG132 effect;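 active means activation above the mean of all tested compounds plus 3 SD, set per screening run, cut at about 8.8% in these data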;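 further: cells exposed to compound for 20 h before luminescence read; 0% = DMSO alone and 100% = MG132 at 30 µM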
FXIa inh – human FXIa protease inhibitors, primary screen, biochemical, 1536-well | inhibition, % at 5 µM | purified FXIa, Boc-Glu-Ala-Arg-AMC fluorogenic substrate | Coagulation factor XI (Homo sapiens), P03951 | actives 0.14% (n = 220,000);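 active means inhibition of at least 40%; inactive means inhibition below 40%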;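 further: fluorescence of freed AMC excited at 355 nm; 0% = enzyme without compound and 100% = no enzyme blank; many of its hits are not listed in these tables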
Target sequence (P03951 19-387 limits assumed): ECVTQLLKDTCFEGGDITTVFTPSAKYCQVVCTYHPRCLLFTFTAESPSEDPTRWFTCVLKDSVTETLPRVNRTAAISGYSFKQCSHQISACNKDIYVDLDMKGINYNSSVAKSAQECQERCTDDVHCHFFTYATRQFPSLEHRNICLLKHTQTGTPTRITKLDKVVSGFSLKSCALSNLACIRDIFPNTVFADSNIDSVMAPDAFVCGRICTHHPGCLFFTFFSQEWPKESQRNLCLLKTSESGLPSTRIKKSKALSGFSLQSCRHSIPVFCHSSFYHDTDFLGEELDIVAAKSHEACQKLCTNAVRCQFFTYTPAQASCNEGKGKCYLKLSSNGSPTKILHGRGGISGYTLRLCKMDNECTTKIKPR
Target sequence (P03951 388-625 limits assumed): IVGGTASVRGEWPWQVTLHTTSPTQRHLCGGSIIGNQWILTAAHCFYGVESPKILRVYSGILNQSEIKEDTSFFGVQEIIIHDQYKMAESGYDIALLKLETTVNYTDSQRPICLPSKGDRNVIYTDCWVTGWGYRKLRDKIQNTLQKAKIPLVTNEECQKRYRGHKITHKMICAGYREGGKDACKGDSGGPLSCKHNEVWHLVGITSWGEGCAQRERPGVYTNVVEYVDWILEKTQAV
FXIIa inh – human FXIIa protease inhibitors, primary screen, biochemical, 1536-well. Coagulation factor XII (Homo sapiens), P00748. purified FXIIa, Boc-QGR-AMC fluorogenic substrate, 2 h. inhibition, % at 5 µM. actives 0.3% (n = 220,000); in the data active means inhibition above about 40%;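 further: 0% = enzyme with no compound and 100% = blank without enzyme; many of its hits are not listed in these tables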
zVAD death inh – inhibitors of zVAD-triggered necroptosis, primary screen, L929 cells. actives 0.38% (n = 220,000). L929 zVAD necroptosis rescue, ATP luminescence, 24 h; with zVAD 60 µM. viability rescue, % at 10 µM;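 active means activation, scaled between plate controls, above about 75%, limit read from the data; inactive means activation under that limit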;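 further: 0% = zVAD with DMSO and 100% = DMSO alone without zVAD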
CHOP inh – inhibitors of CHOP promoter induction, primary screen, cell-based, unfolded protein response, luciferase reporter; CHO-K1 CHOP-promoter luciferase, tunicamycin-induced, 15-18 h; inhibition, % at 10 µM; actives 3.8% (n = 220,000);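 active means compounds that reduced the stress-induced luciferase reporter signal by more than about 70% of percent inhibition, limit read from the data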;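 further: 0% = tunicamycin plus vehicle and 100% = wells without tunicamycin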
* hit, by the source's call; . = no result given; & = joins results of further samples. Not all compounds are listed; rates above refer to the full screens.

Sample of the layout (two entries):
molecule	TbHK1 inh	TNF death inh	PPC-1+TRAIL kill	PGE2 EP2 inh	Wee1 stabilizer	FXIa inh	FXIIa inh	zVAD death inh	CHOP inh
O=C1CN(C(=O)c2ccco2)c2ccccc2N1	-6.1	-3.7	17.3	10.1	4.5	16.2	17.2	-0.5	-15.6
CN(N)C(=S)NCc1ccccc1	1.7	-1.2	23.7	13.3	-1.7	3.5	12.5	0.5	-26.0

The list itself, previewed entries included:
molecule	TbHK1 inh	TNF death inh	PPC-1+TRAIL kill	PGE2 EP2 inh	Wee1 stabilizer	FXIa inh	FXIIa inh	zVAD death inh	CHOP inh
O=C1CN(C(=O)c2ccco2)c2ccccc2N1	-6.1	-3.7	17.3	10.1	4.5	16.2	17.2	-0.5	-15.6
CN(N)C(=S)NCc1ccccc1	1.7	-1.2	23.7	13.3	-1.7	3.5	12.5	0.5	-26.0
CC(C)OC(=O)c1cccc(C(=O)O)n1	-0.4	-0.7	11.7	12.4	0.8	4.2	11.5	-0.1	-14.7
NC(=S)n1[nH]c(-c2ccc([N+](=O)[O-])cc2)c(N=Nc2ccc(O)cc2)c1=O	-13.2	-3.3	11.8	.	-0.5	15.0	18.4	0.4	106.7*
CCC1Oc2ccc(C)cc2N(CC(=O)N(Cc2ccc3c(c2)OCO3)CC2CCCO2)C1=O (stereo unspecified)	5.2	-0.9	4.6	6.2	2.6	-3.9	-0.7	-0.5	51.2
COc1ccc(/C=C/C(=O)Nc2ccc(-n3nncc3-c3ccccc3)cc2)cc1OC	-18.2	-5.5	1.7	14.5	2.6	9.8	21.1	10.3	9.8
Nc1c(C(=O)O)ccc2c1C(=O)c1ccccc1C2=O	-3.0	-3.3	3.0	2.3	1.7	-2.8	3.8	2.3	12.2
CC(C)(C)NC(=O)/C=C/c1cccc(C(F)(F)F)c1	1.2	2.9	35.0	5.9	-0.5	12.7	12.1	1.7	36.5
CCOC(=O)c1ccc2[nH]c(C)c(C)c2c1	0.3	1.0	.	5.0	1.9	5.3	11.3	.	53.6
COc1cccc2cc(-c3nnc(SCC(=O)Nc4cc(C(F)(F)F)ccc4Cl)n3N)oc12	-3.7	0.3	23.1	9.7	-1.4	-7.4	8.9	0.3	52.7
COC(=O)c1nnn(-c2nc(N(C)C)nc(N(C)C)n2)c1C	0.3	0.2	9.3	4.5	6.8	-7.1	1.7	1.4	25.9
CC(C)Nc1ncnc2c1nnn2Cc1ccccc1	1.3	0.6	4.6	0.3	4.7	8.2	-3.9	-0.1	21.7
O=C(Nc1cc(S(=O)(=O)N2CCOCC2)ccc1O)c1ccc2c(c1)S(=O)(=O)c1ccccc1C2=O	-6.2	0.0	7.8	3.3	-0.5	-0.8	14.3	3.8	14.0
Cc1cccc(-c2nc(CS(=O)CC(=O)N3CCCCC3)c(C)o2)c1 (stereo unspecified)	0.5	0.1	-18.3	8.3	-0.1	1.4	6.4	0.8	8.4
CC(=O)Nc1ccc(Nc2nc(-c3ccccc3)nc3ccccc23)cc1	-14.8	-3.5	14.1	14.8	1.6	-5.0	-1.2	20.6	18.3
CNC(=O)COC(=O)c1cc(SC)ccc1Cl	-4.4	0.6	19.7	8.7	-1.8	-3.9	.	1.9	15.9
Cc1ccc(S(=O)(=O)C2(C(=O)Nc3nccs3)CC2)cc1	0.9	1.0	29.8	7.3	1.1	2.4	10.7	1.9	-9.7
CN(Cc1nc(-c2cnccn2)no1)Cc1cccc2ccccc12	0.0	0.4	13.1	5.5	-2.3	4.8	7.5	1.4	26.6
C=CCN1c2ccccc2[C@]23C[C@@H](C(=O)OC)N(C(=O)CC(C)C)C2=NC(C(=O)OC)=C(C(=O)OC)[C@H]13	-19.5	-1.0	-1.8	3.5	.	1.1	6.7	0.2	9.2
Cc1ccc(/C=N/NC(=S)Nc2cccc(S(=O)(=O)N(C)C)c2)o1	-85.1	-11.3	6.2	31.1	9.2*	-3.5	2.1	0.1	36.0
COc1cc(/C=C/C(=O)O)ccc1OS(=O)(=O)c1ccc(C)cc1	-1.3	-0.3	12.7	3.9	0.9	8.3	8.9	12.1	-8.4
CCOC(=O)N1CCN(C(=O)COc2cc(C)c(Cl)c(C)c2)CC1	-2.6	0.6	14.5	6.5	0.5	-6.4	0.4	1.1	5.0
Cn1c(NC(=O)c2ccccc2F)c(-c2cccs2)c(=O)c2ccccc21	-28.2	0.5	9.7	6.1	1.1	-1.0	4.7	-0.6	13.6
CC(C)OCCCNC(=O)CCC(=O)NNc1nc2ccccc2c2nc(-c3ccccc3)nn12	-2.9	-0.1	7.3	10.3	-0.4	4.4	11.5	0.4	7.4
CC(C)OCCCNC(=O)c1ccc2c(c1)ncn2C1CCCC1	4.0	3.1	5.0	13.0	-2.2	0.8	3.0	.	-41.1

Additional compounds
molecule	TbHK1 inh	TNF death inh	PPC-1+TRAIL kill	PGE2 EP2 inh	Wee1 stabilizer	FXIa inh	FXIIa inh	zVAD death inh	CHOP inh
O=C(Nc1ccccc1)N1CCCN(c2ccc(C(F)(F)F)cn2)CC1	-10.0	-0.3	29.4	6.4	1.2	2.0	4.9	0.9	-4.2
O=C(CCn1c(=O)sc2ccccc21)NCCN1CCOCC1	1.8	1.3	.	6.2	-3.6	.	.	0.4	.
COc1ccccc1OCc1nc2ccccc2[nH]1	5.5	-1.4	14.2	10.6	2.7	7.2	9.4	0.6	-10.5
COC(=O)c1ccc(NC(=S)N2CCN(Cc3ccccc3)CC2)cc1	-4.9	-2.0	8.5	6.5	-3.3	9.8	5.9	-0.2	23.8
CCn1c(SCC(=O)N2c3ccccc3Sc3ccccc32)nnc1-c1ccco1	8.2	-1.9	-7.4	8.1	-0.7	-9.7	3.2	0.9	2.6
Cn1c(=O)n(C)c2cc(S(=O)(=O)NCC(=O)O)ccc21	0.9	0.1	18.9	1.8&5.2	1.2	-3.7	1.6	2.9	0.2
COc1ccc(C(=O)C2CCCN(C(=O)c3n[nH]c4c3CCCC4)C2)cc1OC (stereo unspecified)	-0.4	-0.9	1.8	4.6	-2.3	-3.6	3.6	35.8	-12.9
Oc1cc(OCc2ccccc2)ccc1-c1[nH]ncc1-c1ccccc1	22.8	0.8	-1.1	11.7	0.7	-3.2	5.2	1.7	4.8
COC(=O)[C@H](CCSC)NC(=O)Nc1ccc(C)c(C)c1	4.8	-3.0	8.7	-1.6	-3.0	-1.4	-0.2	0.4	29.1
C=CCSC1=N/C(=C\c2ccc(C(=O)O)cc2)C(=O)S1	-7.9	-3.1	22.2	13.1	5.8	13.0	12.7	4.0	49.9
Cc1cc(-n2nnc3ccccc32)nc2ccccc12	-18.3	-2.3	14.6	5.6	12.5*	-1.2	4.0	-0.1	60.8
CC(=O)c1c(C)n(-c2ccccc2)c2ccc(OCC(N)=O)cc12	-7.5	-2.8	-2.3	5.8	0.0	-1.1	6.5	7.8	-4.0
CCOC(=O)/C(C#N)=C/c1cccc(C)c1	-12.8	-0.4	-0.6	8.4	-0.7	-4.5	3.4	0.7	-7.7
O=C(CCNC(=O)c1ccc(Br)o1)NCc1ccc(Cl)cc1	-1.4	-2.3	-3.3	6.4	0.5	-10.3	21.6	0.1	2.1
O=C(N1CCC(O)(c2cccnc2)CC1)C12CC3CC(CC(C3)C1)C2	1.8	0.8	-2.1	17.7	0.6	-9.5	3.1	-0.1	15.6
Cc1nc2nc[nH]n2c(=O)c1NS(=O)(=O)c1ccc(F)cc1	5.8	0.2	-7.3	4.8	5.8	-1.4	7.7	1.9	8.8
COc1ccc(NC(=O)NC23CC4(C)CC(C)(CC(C)(C4)C2)C3)cc1OC	-4.5	-1.4	8.1	6.5	0.9	12.7	7.2	0.9	63.7
COc1ccc(OC)c2c(N3CC(C)OC(C)C3)cc(C(F)(F)F)nc12 (stereo unspecified)	-15.3	-5.1	.	6.6	-0.3	-7.1	-2.6	-0.2	16.8
NC(=O)c1ccc([N+](=O)[O-])cc1SCc1ccccc1	8.5	-0.5	16.1	15.7	-0.9	-2.9	4.9	0.0	-1.1
N#Cc1c(-c2ccncc2)c2c([nH]c1=S)CCCC2	5.0	-3.1	9.5	7.3	-2.8	-6.3	2.1	0.0	-18.7
COc1ccc(CC(=O)OCC(=O)Nc2ccc3c(c2)OCO3)cc1	7.4	-0.4	0.2	15.2	4.4	30.3	25.7	-0.2	1.1
Cc1ccc(NC(=O)CSc2nnc(Cc3cccn3C)n2-c2ccc(F)cc2)c(C)c1	-3.5	-0.5	15.4	2.0	-1.3	-4.9	6.2	-0.1	25.6
O=C1CC(N2CCN(Cc3ccccc3)CC2)C(=O)N1 (stereo unspecified)	-0.6	0.1	22.8	3.8	-0.6	-0.9	10.0	-0.2	11.1
CN(Cc1ccccc1)C(=O)CNC(=O)Cn1cnc2ccccc2c1=O	4.4	0.1	-6.4	10.3	-1.0	2.5	5.9	0.1	4.7
Cc1cc(C)c2nc(NC(=O)c3ccc4c(=O)n5c(nc4c3)CCCCC5)sc2c1	-16.2	0.2	4.7	10.6	0.0	5.0	4.7	1.6	17.7

The listing continues:
molecule	TbHK1 inh	TNF death inh	PPC-1+TRAIL kill	PGE2 EP2 inh	Wee1 stabilizer	FXIa inh	FXIIa inh	zVAD death inh	CHOP inh
Cc1cc(NS(=O)(=O)c2ccc(NC(=O)/C=C/c3ccc(C)o3)cc2)nc(C)n1	-57.6	0.3	22.7	4.6	6.7	-1.6	7.4	0.5	35.9
CCCOC(=O)C1=C(C)NC2=C(C(=O)C(C(=O)OC)C(C)C2)C1c1ccc(N(C)C)cc1 (stereo unspecified)	-16.3	-8.1	9.7	6.5	-1.7	6.3	12.6	-0.1	29.7
O=c1cc(N2CCN(Cc3ccccc3)CC2)[nH]c(=O)n1Cc1ccc(F)cc1	-0.8	-3.3	-1.3	5.3	3.0	-6.9	4.4	-0.3	0.1
CC1=C(C(=O)Nc2ccc(F)cc2)C(c2cccc(C)c2)n2nc(CCCO)nc2N1 (stereo unspecified)	0.8	1.6	16.8	12.4	-2.7	1.9	10.3	1.8	6.3
O=C(CSc1nnc(-c2ccc(F)cc2)c2ccccc12)NCC1CCCO1 (stereo unspecified)	-12.5	-0.9	11.4	4.0	2.0	3.8	9.9	-0.4	18.4
O=C(c1ccc(Nc2cccc(C(F)(F)F)c2)nc1)N1CCCC1	-5.1	-0.3	-21.3	13.0	-0.3	-0.6	-1.9	20.5	11.2
O=C(CCSCCC(=O)NCc1cccs1)NCc1cccs1	-2.8	2.3	17.5	-2.8	-0.9	6.0	14.2	1.9	52.1
Cc1nn(CCC(=O)NNC(=S)Nc2ccc(F)cc2)c(C)c1[N+](=O)[O-]	-4.2	-2.0	12.8	7.2	1.2	0.4	10.3	0.1	11.3
O=C(c1ccc(Br)cc1)c1cc(-c2ccccn2)c(N2CCOCC2)s1	-15.7	-0.3	-10.4	3.7	2.6	6.4	10.2	-0.1	54.1
O=C1N=C(N2CCOCC2)S/C1=C1\C(=O)N(Cc2ccccc2)c2ccccc21	-3.0	-7.7	25.4	5.7	0.4	10.6	12.6	2.1	-32.1

From PubChem BioAssay
